Source: PubChem (Broad Institute)
T cruzi growth: T. cruzi intracellular proliferation inhibitors, primary screen, cell-based, beta-gal Tulahuen parasites, NIH3T3 host, luminescence. inhibition, % at 8.34 µM. AID 624255, 2012. T. cruzi beta-gal in NIH3T3, GalScreen luminescence, 90 h. actives 5.9% (n = 77,000);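 active = mean inhibition above about 93%, with at least 55% of replicates each passing it, limit read from the data, passing the limit was not always enough; inconclusive = only one of those two conditions holds; inactive = neither condition holds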
C diff growth: C. difficile growth inhibitors, primary screen, HTS; Clostridium difficile clinical isolate growth, OD600, 24 h; hits give low values; growth activity, negative = inhibition, % at 16 µg/mL (by protocol); actives 0.25% (n = 86,000);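 active = mean growth activity at or below -80% and every replicate also at or below -80%; inconclusive = mean at or below -80% but some replicate above -80%; inactive = mean growth activity above -80%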;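 note: 0% = DMSO wells and -100% = levofloxacin 16 µg/mL wells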
KDM4C inh: inhibitors of GASC-1 (KDM4C) histone demethylase, primary screen, biochemical, single concentration HTS. GST-KDM4C 2-372, H3K9me3 peptide, LANCE TR-FRET. inhibition, % at 12.5 µM. actives 0.15% (n = 96,000). AID 720574, 2013;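 active = mean replicate inhibition above about 25%, with at least 55% of replicates also reaching it, limit read from the data, passing the limit was not always enough; inconclusive = only one of those two conditions met; inactive = neither condition met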
Target sequence (Q9H3R0 2-372 limits assumed): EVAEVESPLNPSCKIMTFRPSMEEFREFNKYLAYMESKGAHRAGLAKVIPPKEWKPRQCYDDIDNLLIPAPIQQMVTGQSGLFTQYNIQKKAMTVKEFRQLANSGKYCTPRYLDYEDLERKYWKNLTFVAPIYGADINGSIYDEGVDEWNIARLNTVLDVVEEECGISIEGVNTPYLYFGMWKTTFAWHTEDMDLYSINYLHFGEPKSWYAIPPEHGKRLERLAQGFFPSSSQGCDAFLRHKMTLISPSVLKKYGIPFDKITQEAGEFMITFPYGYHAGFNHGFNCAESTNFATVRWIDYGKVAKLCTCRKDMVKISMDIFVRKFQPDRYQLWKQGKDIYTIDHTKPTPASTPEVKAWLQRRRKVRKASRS
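Assay system: GST-GASC-1 enzyme fragment 2-372 | Amount: 10 nM enzyme | Medium: HEPES buffer, pH 7.5, plus ascorbate | Reagent: H3K9me3 peptide substrate, Fe(II), 2-oxoglutarate | Doses: Single-point compound screen | Incubation: 30 min demethylation and 1 h detection at room temperature | Measured by: LANCE TR-FRET, excitation 340 nm, emissions 618 and 671 nm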
Pf Dd2 growth: P. falciparum Dd2 growth inhibitors, primary screen, SYBR Green fluorescence, single dose replicates. 72 h; hits give low values. activity change, % at 10 µM. actives 2.3% (n = 94,000). AID 1159554, 2015; in the data active = activity change below about -80%; inconclusive = no clear call, values can overlap the other calls
Starred values were filed as active, the others as inactive; ? = inconclusive; . = not tested or not shown; & = joins results of further samples; ! = not confirmed by another sample.

No.	canonical_smiles	T cruzi growth	C diff growth	KDM4C inh	Pf Dd2 growth
1	CN1C(=O)c2cc(NC(=O)c3cccc(F)c3)ccc2OC[C@@H]2O[C@H](CC(=O)NCC3CC3)CC[C@H]21	.	-6	5.3	-48
2	COc1ccc(NC(=O)Nc2ccc3c(c2)CC(=O)N([C@H](C)CO)C[C@H](C)[C@H](CN(C)Cc2ccc(C(=O)Nc4ccccc4N)cc2)O3)cc1	.	-1	-2.5	-73
3	COc1ccc(S(=O)(=O)Nc2ccc3c(c2)C(=O)N([C@H](C)CO)C[C@H](C)[C@H](CN(C)C(=O)NC(C)C)OCCCC[C@H](C)O3)cc1	36	5	12	.
4	C[C@H]1CN([C@@H](C)CO)C(=O)Cc2cc(NC(=O)c3ccncc3)ccc2O[C@H]1CN(C)CC1CC1	24	2	-0.4	1
5	CO[C@H]1CN(C)C(=O)c2cccc(C#N)c2OC[C@@H]2O[C@H](CC[C@H]2OC)CCN(C)C(=O)[C@@H]1C	-29	.	0.4	18
6	CCCNC(=O)[C@@H]1[C@@H](CO)[C@@H]2Cn3c(ccc(-c4cncnc4)c3=O)[C@H]1N2C(=O)Nc1ccccc1	-47	-9	1.9	.
7	O=C(C[C@H]1CC[C@H]2[C@@H](COC[C@H](O)CN2C(=O)Nc2ccc(Cl)cc2)O1)NCC1CC1	45	7	-2.8	-12
8	COCCN(C[C@@H]1[C@H](c2ccccc2)[C@@H](CO)N1C(C)=O)C(=O)c1ccncc1	43	4	1.5	-32
9	C[C@H](CO)N1C[C@H](C)[C@@H](CN(C)Cc2ccc(C(=O)O)cc2)Oc2ccc(NS(=O)(=O)c3ccc(Cl)cc3)cc2CC1=O	34	6	1.3	-1
10	CCCNC(=O)N(C)C[C@@H]1Oc2cc(C#CC(C)(C)O)ccc2S(=O)(=O)N([C@@H](C)CO)C[C@@H]1C	-7	-3	-0.5	-15
11	COc1ccccc1S(=O)(=O)N[C@H]1C=C[C@@H](CC(=O)NCc2cc(F)cc(F)c2)O[C@@H]1CO	-38	.	0.2	10
12	O=C(c1ccccc1F)N1C[C@@H]2[C@H](c3ccccc31)[C@H](CO)N2C(=O)c1cccnc1	-9	-1	-0.9	-20
13	C[C@@H]1CN([C@@H](C)CO)C(=O)c2cccc(NC(=O)C3CCCCC3)c2O[C@@H]1CN(C)C(=O)Nc1ccc2c(c1)OCO2	23	-5	5.2	-53
14	C[C@@H]1CN([C@H](C)CO)C(=O)c2cccc(NS(=O)(=O)c3ccccc3)c2O[C@H]1CN(C)Cc1ccncc1	-9	-5	-1.4	6
15	CCCNC(=O)[C@@H]1[C@@H](CO)[C@@H]2Cn3c(ccc(-c4ccccc4OC)c3=O)[C@@H]2N1CC	-36	-5	8.0	14
16	C[C@@H]1CN([C@@H](C)CO)C(=O)c2cc(NC(=O)NC3CCCCC3)ccc2O[C@@H]1CN(C)Cc1ccncc1	37	-1	0.5	12
17	C[C@@H]1CN([C@@H](C)CO)C(=O)c2cccc(NC(=O)Nc3ccc(C(F)(F)F)cc3)c2O[C@H]1CN(C)C(=O)Nc1ccc(F)cc1	-31	28	0.5	-33
18	N#C[C@H]1[C@H](c2ccc(-c3ccccc3F)cc2)[C@@H](CO)N1C(=O)Cc1ccccc1	85	5	2.5	4
19	COc1ccc(CN(C)C[C@@H]2Oc3ccc(NC(=O)Nc4ccccc4)cc3C(=O)N([C@@H](C)CO)C[C@H]2C)cc1	33	-5	0.1	6
20	COCCNC(=O)C[C@H]1CC[C@@H]2[C@H](COc3ccc(NC(=O)Nc4cccc(F)c4)cc3C(=O)N2C)O1	11	1	4.8	23
21	C[C@H](CO)N1C[C@H](C)[C@@H](CN(C)CC2CCCCC2)OCCCC[C@H](C)Oc2ccc(NC(=O)Nc3ccc(F)cc3)cc2C1=O	114*	15	-0.9	-70
22	C[C@H]1CN([C@@H](C)CO)C(=O)c2cc(C3=CCCC3)cnc2O[C@@H]1CN(C)C(=O)CN1CCOCC1	69	-1	1.3	26
23	CCCC(=O)N1CC2(C1)CN(Cc1nccs1)[C@@H](CO)c1[nH]c3cc(OC)ccc3c12	.	-3	0.2	-55
24	O=C(N[C@H]1CC[C@@H](CC(=O)N2CCc3ccccc3C2)O[C@H]1CO)C1CCC1	-10	-3	13	13
25	C[C@@H]1CCCCO[C@@H](CN(C)S(=O)(=O)c2cn(C)cn2)[C@@H](C)CN([C@@H](C)CO)C(=O)c2cc(NC(=O)Nc3cccc4ccccc34)ccc2O1	49	16	-2.1	-51
26	C[C@H](CO)N1C[C@H](C)[C@@H](CN(C)C(=O)C2CC2)Oc2cc(-c3cccc(C#N)c3)ccc2S1(=O)=O	84	0	1.7	-26
27	CCC(=O)Nc1ccc2c(c1)C(=O)N(C)C[C@@H](OC)[C@@H](C)CN(CC1CCCCC1)[C@H](C)CO2	-22	.	-0.4	1
28	C[C@@H]1CCCCO[C@H](CN(C)S(=O)(=O)c2ccc(F)cc2)[C@H](C)CN([C@@H](C)CO)C(=O)c2cc(NC(=O)Nc3ccc(F)cc3)ccc2O1	?	-3	-1.1	-69
29	O=C(C[C@H]1C=C[C@@H](NC(=O)c2ccc(F)cc2)[C@H](CO)O1)NCc1ccncn1	15	-1	0.5	2
30	O=C(C[C@H]1C=C[C@H](NS(=O)(=O)c2ccc(F)cc2)[C@@H](CO)O1)N1CCN(c2ccccc2)CC1	-24	.	2.6	9
31	C[C@@H]1CN([C@@H](C)CO)S(=O)(=O)c2ccc(Br)cc2O[C@@H]1CN(C)C(=O)NC1CCCCC1	52	7	-0.1	2
32	CCCNC(=O)N(C)C[C@@H]1Oc2ncc(C3=CCCCC3)cc2C(=O)N([C@H](C)CO)C[C@@H]1C	10	8	-1.5	14
33	O=C(Cc1ccccn1)NCC[C@H]1CC[C@H](NS(=O)(=O)c2ccccc2)[C@@H](CO)O1	45	-3	0.2	9
34	O=C(Nc1ccc(F)cc1)Nc1ccc2c(c1)[C@H]1C[C@@H](CC(=O)N3CCOCC3)O[C@@H](CO)[C@H]1O2	19	-2	-1.5	5
35	COc1ccc(NC(=O)N[C@H]2CC[C@H](CCn3cc(-c4ccc(F)cc4)nn3)O[C@@H]2CO)cc1	.	-2	-1.5	7
36	CCCNC(=O)N[C@H]1CC[C@@H](CC(=O)N2CCN(C)CC2)O[C@H]1CO	-30	.	4.6	4
37	CCC(=O)Nc1ccc2c(c1)C(=O)N(C)C[C@@H](OC)[C@@H](C)CN(C(=O)Cc1cccnc1)[C@@H](C)CO2	7	.	0.0	49
38	C[C@@H]1CN([C@H](C)CO)C(=O)CCCn2nncc2CO[C@@H]1CN(C)Cc1ccccc1C(=O)O	-10	.	-1.4	-12
39	O=C(C[C@H]1C=C[C@H](NC(=O)Nc2ccccc2F)[C@@H](CO)O1)NCc1ccc(-c2ccccc2)cc1	68	.	0.6	-50
40	CN1C(=O)c2cc(NC(=O)c3ccc(F)cc3)ccc2OC[C@@H]2O[C@@H](CC(=O)NCC3CCCCC3)CC[C@@H]21	58	1	0.5	-3

Continuation.
Value order – T cruzi growth, C diff growth, KDM4C inh, Pf Dd2 growth
#41 C[C@@H]1CCCCO[C@H](CN(C)S(=O)(=O)c2cccs2)[C@@H](C)CN([C@@H](C)CO)C(=O)c2cc(NC(=O)CCCN(C)C)ccc2O1
    62, -1, 0.3, -44
#42 CNC[C@@H]1OCCCC[C@@H](C)Oc2ccc(N(C)C)cc2C(=O)N([C@@H](C)CO)C[C@H]1C
    ., 1, 0.4, .
#43 O=C(CCN1CCCCC1)N[C@H]1CC[C@@H](CCNS(=O)(=O)c2ccc(Cl)cc2)O[C@@H]1CO
    -118, -1, 0.8, -11
#44 C[C@H]1CN([C@@H](C)CO)S(=O)(=O)c2ccc(C#Cc3ccccc3)cc2O[C@H]1CN(C)C
    80, 11, 0.7, -71
#45 CC(=O)N(C)C[C@@H]1Oc2ncc(-c3cncnc3)cc2C(=O)N([C@@H](C)CO)C[C@@H]1C
    -3, 2, -0.2, 33
#46 C[C@@H]1CN([C@@H](C)CO)C(=O)c2c(c3ccccc3n2C)-c2ccccc2CO[C@@H]1CN(C)S(=O)(=O)c1ccccc1
    27, ., 3.8, -30
#47 C[C@H]1CCCCO[C@H](CN(C)Cc2ccc(C(=O)O)cc2)[C@@H](C)CN([C@@H](C)CO)C(=O)c2cc(NS(=O)(=O)c3cccs3)ccc2O1
    25, 0, 0.9, 17
#48 Cc1noc(C)c1NC(=O)N[C@H]1CC[C@H](CCNC(=O)C2CCOCC2)O[C@H]1CO
    -82, ., -0.4, -15
#49 COc1ccc(-c2cn(CC[C@H]3CC[C@@H](NC(=O)Cc4ccccn4)[C@H](CO)O3)nn2)cc1
    8, -1, -0.2, -14
#50 Cc1ccc(-c2ccc([C@H]3[C@@H](CO)N4C(=O)CN(C(=O)Nc5cccc(F)c5)C[C@H]34)cc2)cc1
    ., 14, -2.1, -84*
#51 C[C@@H]1CN([C@@H](C)CO)C(=O)c2ccccc2-c2ccccc2CO[C@@H]1CN(C)Cc1ccc2c(c1)OCCN2C
    71, 1, -0.6, -50
#52 O=C(NC[C@H]1[C@@H](c2ccccc2)[C@@H](CO)N1Cc1ccccn1)NC1CCCC1
    ., 4, -1.1, 3
#53 CC(C)NC(=O)N(C)C[C@@H]1OCCCC[C@H](C)Oc2ccc(NC(=O)CCCN(C)C)cc2C(=O)N([C@H](C)CO)C[C@@H]1C
    19, -2, ., -1
#54 CO[C@@H]1CN(C)C(=O)c2cc(NC(=O)Nc3cccc(F)c3)ccc2OC[C@H](C)NC[C@@H]1C
    20, ., -2.1, 4
#55 O=C(c1ccccn1)N1CC[C@H]2[C@H](CO)Nc3ccc(-c4ccccc4)cc3[C@H]21
    99*, -14, -1.8, -77
#56 COc1ccccc1C(=O)Nc1ccc2c(c1)OC[C@@H](C)N(C)C[C@H](C)[C@H](OC)CN(C)C2=O
    72, ., 0.6, -15
#57 CNC[C@@H]1Oc2ccc(N)cc2CC(=O)N([C@H](C)CO)C[C@H]1C
    ., 2, 1.2, 70
#58 O=C(NCC1CC1)[C@@H]1[C@@H](CO)[C@@H]2Cn3c(cccc3=O)[C@@H]2N1C(=O)CC1CC1
    54, 1, 0.2, 7
#59 Cc1noc(C)c1S(=O)(=O)Nc1ccc2c(c1)C(=O)N([C@H](C)CO)C[C@H](C)[C@H](CN(C)C(=O)Nc1ccc3c(c1)OCO3)O2
    40, ., 0.0, 0
#60 O=C(C[C@@H]1CC[C@@H]2[C@H](COC[C@@H](O)CN2C(=O)Nc2ccc(C(F)(F)F)cc2)O1)NC1Cc2ccccc2C1
    112*, -100*!, -0.5, -26

A draw from above in order of length of the SMILES, largest number first:
Value order – T cruzi growth, C diff growth, KDM4C inh, Pf Dd2 growth
#59 Cc1noc(C)c1S(=O)(=O)Nc1ccc2c(c1)C(=O)N([C@H](C)CO)C[C@H](C)[C@H](CN(C)C(=O)Nc1ccc3c(c1)OCO3)O2
    40, ., 0.0, 0
#56 COc1ccccc1C(=O)Nc1ccc2c(c1)OC[C@@H](C)N(C)C[C@H](C)[C@H](OC)CN(C)C2=O
    72, ., 0.6, -15
#55 O=C(c1ccccn1)N1CC[C@H]2[C@H](CO)Nc3ccc(-c4ccccc4)cc3[C@H]21
    99*, -14, -1.8, -77

Later entries
Value order – T cruzi growth, C diff growth, KDM4C inh, Pf Dd2 growth
#61 CCS(=O)(=O)Nc1ccc2c(c1)C(=O)N(C)[C@H]1CC[C@@H](CC(=O)NCc3ccccc3F)O[C@@H]1CO2
    -8, 2, 2.1, .
#62 COc1ccc(S(=O)(=O)N(C)C[C@H]2Oc3ccc(NS(=O)(=O)c4ccccc4)cc3C(=O)N([C@H](C)CO)C[C@H]2C)cc1
    33, -5, -0.7, 34
#63 O=C(c1cccnc1)N1C[C@H]2[C@@H](c3ccccc31)[C@@H](CO)N2C(=O)C1CC1
    7, -3, 1.6, -2
#64 CC(C)NC(=O)N(C)C[C@@H]1Oc2ccc(NC(=O)c3ccncc3)cc2CC(=O)N([C@@H](C)CO)C[C@H]1C
    ., 8&-5, -1.6, -1

Records 62 through 63 from above:
Value order – T cruzi growth, C diff growth, KDM4C inh, Pf Dd2 growth
#62 COc1ccc(S(=O)(=O)N(C)C[C@H]2Oc3ccc(NS(=O)(=O)c4ccccc4)cc3C(=O)N([C@H](C)CO)C[C@H]2C)cc1
    33, -5, -0.7, 34
#63 O=C(c1cccnc1)N1C[C@H]2[C@@H](c3ccccc31)[C@@H](CO)N2C(=O)C1CC1
    7, -3, 1.6, -2
